FLuc act counter: FLuc activators, initial screening, artefact control for FLuc-dependent activation tests, biochemical, ATPlite luminescence | Luciferin 4-monooxygenase (Photinus pyralis), P08659 | ATPlite luciferase biochemical, 10 min; 0 = ATP-free wells, 1 = DMSO control | activation factor at 10 µM | 200,000 tested, under 10 active;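 active = luciferase activation factor, scaled between plate controls, of at least 2 with compound at 10 µM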
Target sequence (P08659 whole entry, looked up): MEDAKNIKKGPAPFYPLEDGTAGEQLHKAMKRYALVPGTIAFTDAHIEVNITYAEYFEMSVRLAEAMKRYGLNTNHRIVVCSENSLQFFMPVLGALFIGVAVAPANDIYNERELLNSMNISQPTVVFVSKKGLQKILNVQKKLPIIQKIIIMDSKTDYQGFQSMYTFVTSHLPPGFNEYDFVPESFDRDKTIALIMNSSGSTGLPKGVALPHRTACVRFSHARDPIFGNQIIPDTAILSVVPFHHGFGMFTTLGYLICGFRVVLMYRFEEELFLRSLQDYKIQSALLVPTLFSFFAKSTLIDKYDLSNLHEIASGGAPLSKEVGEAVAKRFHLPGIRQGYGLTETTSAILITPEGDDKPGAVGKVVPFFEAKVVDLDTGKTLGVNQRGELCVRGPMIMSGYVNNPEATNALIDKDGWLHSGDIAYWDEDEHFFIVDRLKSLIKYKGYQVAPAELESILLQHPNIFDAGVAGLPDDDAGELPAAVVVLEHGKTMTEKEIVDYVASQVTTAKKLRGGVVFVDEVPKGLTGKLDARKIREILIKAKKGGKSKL
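test system = cell-free luciferase reagent | medium = PBS as buffer for the ATP substrate | dosing = test compounds dosed from 2 mM stocks in 100% DMSO | incubation = 10 min at ambient temperature | detection = luminescence measurement of luciferase light output | benchmarks = low control with PBS replacing ATP, high control enzyme plus ATP without compound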
L major viab: Leishmania major promastigote growth inhibition, primary screen; Leishmania major promastigotes, resazurin fluorescence viability; inhibition, % at 10 µM; hit rate 9% among 200,000; AID 1063, 2008; in the data active = inhibition above about 50%;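 also: promastigotes grown with compound for 44 hours at 28 °C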
APP transl inh: inhibitors of APP translation via 5'UTR reporter, primary screen, APP 5'UTR luciferase, SH-SY5Y cells | SH-SY5Y APP 5'UTR-luciferase reporter, luminescence | inhibition, % at 2 µM | hit rate 0.82% among 190,000;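 active = inhibition above a set limit, derived from the sample mean plus 3 SD, cut at about 45% in these data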; also: values of inactives mirror those of a sister screen read the other way
TNAP act hiacc: TNAP activators at high phosphate acceptor level, primary screen, biochemical, luminescence, uHTS. AID 1136, 2008. 200,000 tested, under 10 active. purified TNAP, CDP-star luminescence, 1 M DEA, 30 min; stronger effect = higher value; 0 = EDTA background, 1 = DMSO-only activity. Alkaline phosphatase, tissue-nonspecific isozyme (Homo sapiens), P05186. activation factor at 20 µM;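 active = activation factor at least 2 at 20 µM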
Target sequence (P05186 whole entry, looked up): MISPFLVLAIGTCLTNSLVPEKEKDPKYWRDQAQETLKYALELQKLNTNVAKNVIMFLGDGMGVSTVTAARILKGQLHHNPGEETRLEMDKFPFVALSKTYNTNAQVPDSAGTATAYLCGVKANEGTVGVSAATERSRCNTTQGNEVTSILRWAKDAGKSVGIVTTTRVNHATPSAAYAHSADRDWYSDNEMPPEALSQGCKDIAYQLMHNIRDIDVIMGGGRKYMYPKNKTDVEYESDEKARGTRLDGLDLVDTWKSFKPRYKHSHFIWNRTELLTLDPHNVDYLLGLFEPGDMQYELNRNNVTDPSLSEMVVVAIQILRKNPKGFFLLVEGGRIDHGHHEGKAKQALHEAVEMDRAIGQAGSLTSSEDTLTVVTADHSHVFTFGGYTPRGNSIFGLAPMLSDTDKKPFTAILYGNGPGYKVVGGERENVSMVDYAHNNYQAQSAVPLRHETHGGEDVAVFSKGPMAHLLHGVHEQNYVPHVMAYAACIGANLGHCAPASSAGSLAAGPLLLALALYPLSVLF
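Dosing: 20 µM single point. System: human TNAP. Amount: TNAP 1/800 final. Incubation: 30 min, room temperature. Read-out: TNAP activation factor scaled between EDTA and DMSO control wells. Signal: luminescence from CDP-star hydrolysis. Medium: 1 M DEA, pH 9.8, Mg2+, Zn2+. Control set: EDTA negative control, DMSO positive control.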
bIAP act: bovine intestinal alkaline phosphatase activators, primary screen, biochemical, bovine IAP, CDP-star luminescence; hit rate 0.17% among 200,000; activation factor at 20 µM; purified bovine IAP, 30 min; stronger effect = higher value; fold of DMSO-control signal, blank-subtracted;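 active = activation factor of 2 or more at 20 µM, a signal rise over negative controls twice the positive control's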
TNAP inh hi DEA: human TNAP enzyme inhibitors, primary screen, biochemical, luminescent, high phosphate acceptor level, uHTS; purified TNAP, CDP-star luminescence, 1 M DEA; hit rate 0.03% among 200,000; AID 1135, 2008; inhibition, % at 20 µM; Alkaline phosphatase, tissue-nonspecific isozyme (Homo sapiens), P05186;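 active = over 50% inhibition of tissue-nonspecific alkaline phosphatase at 20 µM in the single-dose screen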;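 also: plate controls were DMSO wells for no effect and EDTA-quenched wells as full inhibition for full effect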
bIAP inh: bovine intestinal alkaline phosphatase inhibitors, primary screen, selectivity assay for TNAP inhibitor project, biochemical, bovine IAP, CDP-star luminescence. alkaline phosphatase, intestinal [Bos taurus]. purified bovine IAP, 30 min. inhibition, % at 20 µM. 190,000 tested, under 10 active. AID 1019, 2008;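 active = over 50% inhibition of intestinal alkaline phosphatase at 20 µM in the single-dose screen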
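System: Purified bovine intestinal alkaline phosphatase (IAP) enzyme | Input: IAP diluted 1/65,000,000 in the well | Also added: CDP-star chemiluminescent phosphatase substrate, 30 µM final | Dosing: 20 µM single dose | Times: Enzyme reaction for 30 min at room temperature | Detection: Luminescence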
RAM network inh: inhibitors of the yeast RAM network, primary screen, dse1pr::URA3 reporter, 5-FOA selection | AID 868, 2007 | S. cerevisiae dse1pr::URA3 reporter, 5-FOA growth OD615, 2 d; analog-sensitive cbk1-as2 kinase mutant strain | hit rate 1.8% among 190,000 | inhibition, % at 50 µM;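 active = inhibition above a set limit, 3 SD over mean compound inhibition, cut at about 8.4% in these data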;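 also: 0% = DMSO-only wells with no growth and 100% = 10 µM 1-NA-PP1 full growth; inhibition rescues growth on 5-FOA so higher OD means more RAM inhibition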
FLuc inh counter: firefly luciferase enzyme inhibitors, primary screen, artefact control for luciferase-based inhibitor screens, biochemical, luminescence, ATPLite. AID 1006, 2008. hit rate 1.5% among 200,000. Luciferin 4-monooxygenase (Photinus pyralis), P08659. inhibition, % at 10 µM. 10 min;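 active = inhibition above about 50% when tested at 10 µM, limit read from the data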
TNAP inh no acc: human TNAP enzyme inhibitors, primary screen, biochemical, luminescent, no phosphate acceptor, uHTS; Alkaline phosphatase, tissue-nonspecific isozyme (Homo sapiens), P05186; purified TNAP, CDP-star luminescence, 30 min; inhibition, % at 20 µM; hit rate 0.26% among 200,000;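 active = tissue-nonspecific alkaline phosphatase inhibition above about 50% at 20 µM in the single-dose screen, limit read from the data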;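 also: 0% = DMSO negative control and 100% = EDTA positive control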
* hit, by the source's call; . = no result given.

SMILES	FLuc act counter	L major viab	APP transl inh	TNAP act hiacc	bIAP act	TNAP inh hi DEA	bIAP inh	RAM network inh	FLuc inh counter	TNAP inh no acc
O=C(COc1ccccc1)NCc1ccccc1	1	-1	1	1	0.9	-1	8	0.3	-1	-21
COc1cccc(-c2nn3c(-c4ccccn4)nnc3s2)c1	1	26	-17	1	1	-3	2	1.1	3	-17
CC(C)Cc1nc(N2CCC(C(N)=O)CC2)c2nnn(Cc3ccccc3)c2n1	1	-2	9	1	1	-4	2	3.7	1	-10
COC(=O)/C=C/COc1ccccc1[N+](=O)[O-]	0.6	-5	-23	1	0.9	3	5	0.4	36	-20
COc1ccc(C2=NOC(C(=O)Nc3ccc(C(C)=O)cc3)C2)cc1OC (stereo not given)	1	-3	-21	1	0.9	0	11	4.0	-4	-1
CCOC(=O)c1nn(-c2ccccc2C)c2nc(CC(C)C)c(C#N)c(=O)n12	1.1	-9	-9	1	0.9	-1	11	-0.6	-9	-10
CCN(CC)CCN1C(=O)c2ccccc2NC1c1cccc(F)c1 (stereo not given)	1.1	-5	-12	1	0.8	-5	16	0.4	-6	-12
CCCc1nc(SCC(=O)Nc2ccc(S(=O)(=O)N(C)C)cc2)c2ccccc2n1	1.1	-2	-12	1.1	1	-5	1	7.4	-6	18
O=c1n(S(=O)(=O)c2cccc3cccnc23)c2ccccc2n1S(=O)(=O)c1cccc2cccnc12	1.1	44	.	1	1.1	-2	-10	2.0	-5	4
O=C(NCc1cccnc1)Nc1ccccc1	1	-6	-6	1	1.1	-4	-7	0.0	-4	-6
COc1cc(NS(=O)(=O)c2ccc(Nc3nc(-c4ccccc4)cs3)cc2)nc(OC)n1	1	11	5	1	1	-2	-1	11*	-5	-17
CCNC(=O)NC1(C(=O)Nc2ccc3c(c2)OCCO3)CCCCC1	1	-2	8	1	1	-3	3	2.2	2	5
C=CCn1c(COc2ccc3c(c2)CCCC3)nnc1SCC(=O)Nc1cccc(SC)c1	1	0	-5	1.1	1.1	-11	-13	15*	4	-7
CCCc1nnc(NC(=O)Cn2c(=O)oc3cc(Br)ccc32)s1	1	-4	-12	1	0.9	-4	6	4.3	-1	-8
CCOC(=O)CNC(=O)c1sc2ncnc(N3CCc4ccccc4C3)c2c1C	1	5	3	1	1.1	-4	-11	-0.6	0	-2
c1cc(CNC2=NCCCCC2)ccn1	1.1	-4	-3	1	0.9	-4	5	1.4	-7	-15
Cc1ccc(-n2c(SCC(=O)Nc3nccs3)nc3c(c2=O)SCC3)cc1	1	-8	6	1	0.9	0	9	-0.1	0	-5
Cn1nc(C(=O)NC2CCCCC2)c2ccccc2c1=O	1	-3	13	0.9	1	6	4	-0.5	1	-2
CC(=O)C1C(c2cccc([N+](=O)[O-])c2)C2C(C)=NN=C2CC1(C)O (stereo not given)	1.1	-4	-13	1.1	0.9	-8	10	2.0	-10	-3
COc1ccccc1/C=N/NC(=O)CC(=O)NCc1cccnc1	1.2	42	-3	1	1.1	-2	-10	0.8	-15	1

An excerpt of these results, with two lines to a compound:
Results follow in this order: FLuc act counter	L major viab	APP transl inh	TNAP act hiacc	bIAP act	TNAP inh hi DEA	bIAP inh	RAM network inh	FLuc inh counter	TNAP inh no acc
COc1cc(NS(=O)(=O)c2ccc(Nc3nc(-c4ccccc4)cs3)cc2)nc(OC)n1
  1	11	5	1	1	-2	-1	11*	-5	-17
CCNC(=O)NC1(C(=O)Nc2ccc3c(c2)OCCO3)CCCCC1
  1	-2	8	1	1	-3	3	2.2	2	5
C=CCn1c(COc2ccc3c(c2)CCCC3)nnc1SCC(=O)Nc1cccc(SC)c1
  1	0	-5	1.1	1.1	-11	-13	15*	4	-7

The list goes on.
SMILES	FLuc act counter	L major viab	APP transl inh	TNAP act hiacc	bIAP act	TNAP inh hi DEA	bIAP inh	RAM network inh	FLuc inh counter	TNAP inh no acc
Cc1ccc(CCNC(=O)CCNS(=O)(=O)c2ccc3c(c2)c(=O)n(C)c(=O)n3C)cc1	1.1	18	-12	1	1	-2	-2	5.0	-7	-11
Cc1ccc(S(=O)(=O)NN2C(=O)c3ccccc3NC2c2ccccc2)cc1 (stereo not given)	1	16	-8	1	1.1	0	-6	3.8	-3	-7
O=C1/C(=N/n2cnnc2)c2ccccc2N1Cc1ccccc1	1	85*	-10	1	1	-1	-1	3.1	1	-8
Cc1cc(=O)[nH]c(SCCOc2ccc3c(c2)CCC3)n1	0.8	-12	39	1	1	-4	-2	2.8	19	-7
CCOC(=O)Cc1csc(NC(=O)CSc2nc3sc(C(=O)O)c(C)c3c(=O)[nH]2)n1	1	-6	.	1	0.9	-2	5	-1.2	-4	-14
O=C(Nn1cnnc1)c1ccccc1CCc1ccccc1	1	-2	1	1	0.9	-2	6	2.0	-1	-8
C=CCOc1ccc(CNc2nn[nH]n2)cc1OC	1	-6	21	1.1	0.9	-5	6	0.3	-1	-7
O=C(O)CC(c1ccc(Cl)cc1)N1C(=O)CCC1=O (stereo not given)	1.1	-8	-21	1.1	1	-7	1	2.2	-11	-2
CSc1ccccc1C(=O)NC1CCCCC1	1.1	-2	-2	1	1	-4	0	2.9	-8	-8
COc1ccc(NC(=O)C(CCSC)NC(N)=O)cc1Cl (stereo not given)	1.1	4	-16	1	1.1	-4	-9	2.2	-8	-12
CCC1CCCCN1S(=O)(=O)c1ccc2c(c1)CCN2C(=O)C1CCC1 (stereo not given)	1	20	-12	1	1	-4	-1	1.6	-4	-9
Cc1ccc(NC(=O)COC(=O)c2csc3c2CCC(C)C3)cc1S(=O)(=O)N1CCCCC1 (stereo not given)	1	2	-20	1.1	0.9	-9	12	6.0	-2	-23
COc1cc2c(cc1NC(=O)C(C)Sc1ccc(NC(C)=O)cc1)oc1ccccc12 (stereo not given)	1.1	36	14	1	0.9	0	9	7.7	-6	-6
O=C(OCC(=O)c1ccccc1Cl)c1cnccn1	0.9	-7	1	1.1	0.9	-5	10	-1.6	6	-10
O=C1NC(=O)C(=C2CCCCCC2)S1	1	-7	5	1	1.2	-1	-16	-1.3	-3	-4
C=CCc1ccccc1OCC(=O)N/N=C/c1ccc(OC(C)=O)cc1OC(C)=O	1	98*	36	1	1	2	-1	-0.7	-4	-4
O=C(CCc1nnc(CCCCc2ccccc2)o1)N1CCC(N2CCCC2)CC1	1	-5	-20	1.1	1	-5	-3	-0.8	-3	-7
COCCSc1nnc(NC(=O)c2ccc([N+](=O)[O-])cc2)s1	0.9	0	-12	1	1	0	-2	1.6	6	-8
CCN(Cc1ccccc1)C(c1cccc(C#N)c1)c1nnnn1C(C)(C)C (stereo not given)	1.1	25	2	1	1	-3	0	2.6	-10	-5
Cc1ccc(-c2cc(C(=O)N3CCN(C(=O)c4ccco4)CC3)no2)cc1	0.9	-9	-8	1	0.9	0	7	-0.8	5	-6
Clc1ccc(-c2nn3c(-c4cccc(Cl)c4)nnc3s2)cc1	1.1	.	.	1.1	1	-6	3	.	-6	-8
Cc1sc2c(c1C)CN(C1CC(C)(C)NC(C)(C)C1)CN2C(=O)c1ccco1	1.1	5	-11	1	1	-3	-2	1.1	-6	-13
CC(=O)N1CCC(=NNC(=O)c2cccs2)CC1	1.1	-10	-117	1	0.9	-4	11	0.1	-8	-5
Cc1nc(Nc2cccc(C(C)O)c2)c2nnn(Cc3ccccc3F)c2n1 (stereo not given)	1	3	3	1	1	-4	0	2.0	-3	-6
NC(=O)C1(N2CCCCC2)CCN(Cc2ccccc2Cl)CC1	1.1	-4	3	1	0.9	1	6	0.0	-8	-9
CN(Cc1ccccc1)C(=O)CN1CCN(C(c2ccccc2)c2ccccc2)CC1	1.1	10	-4	1.1	1.1	-8	-8	-0.2	-6	-21
O=S(=O)(NCc1cccnc1)c1cc(Cl)ccc1Cl	1	-7	-7	1	0.7	0	26	0.9	-3	-12
COc1cc(C2NC(C(=O)O)CS2)ccc1OCc1ccccc1C#N (stereo not given)	0.7	-9	-18	1.1	1.1	-6	-6	0.1	30	4
FC(F)(F)c1cccc(CON=C2CCN(c3ncc(C(F)(F)F)cc3Cl)CC2)c1	1	-6	2	1	1	0	3	0.3	-4	-2
CCOC(=O)CC1=C(C(=O)OCC)C(c2ccc(OC)cc2OC)C(C#N)=C(N)O1 (stereo not given)	1	-4	2	0.9	1	5	0	2.6	-1	-2
CCCCc1ccc(N2C(=O)[C@@H]3C(CC(N)=O)NC4(C(=O)Nc5ccc(F)cc54)[C@@H]3C2=O)cc1 (stereo not given in full)	1.1	-1	11	1	1	-4	0	2.6	-7	3
Cc1cccc2cc(CN(Cc3ccc(F)cc3)C(=O)C(F)(F)F)c3nnnn3c12	1.1	1	2	1	1	-2	2	2.0	-6	-6
Cc1nn(C)cc1C(C)Nc1nc2nonc2nc1N1CCCCC1 (stereo not given)	1.1	3	-6	1	1	-1	-2	1.0	-7	0
C=CCn1c(SCc2csc(C)n2)nc2sc3c(c2c1=O)CCC(C)C3 (stereo not given)	1	6	3	1	0.9	0	8	15*	-4	-5
CCc1ccc(OCc2nnc(SCC(=O)Nc3cccc(C(=O)N4CCOCC4)c3)o2)cc1	1	-8	7	1	0.9	-2	10	-1.2	2	-12
CCOC(=O)c1nnn(-c2nonc2N)c1-c1cccc2ccccc12	1.1	17	2	1	0.8	0	23	2.0	-7	-7
CCn1c(SCC(=O)N2CCCc3ccccc32)nnc1-c1cccs1	1.1	-6	-4	1	1	-5	2	-0.3	-8	-16
CN(C)S(=O)(=O)c1ccc2[nH]cc(/C=C/c3nc4ccccc4c(=O)n3-c3ccccc3)c2c1	1	21	2	1	1	0	-5	13*	-2	1
O=C(O)CSC(C(=O)Nc1ccc(Br)cc1)c1ccc(Cl)cc1 (stereo not given)	1	-7	7	1	1	0	3	6.7	-5	-6
Cc1c(N2C(=O)/C(=C\c3cccc4ccccc34)SC2=S)c(=O)n(-c2ccccc2)n1C	1	15	17	1	1	0	4	4.5	1	23
Nc1cc2ccccc2oc1=O	1	-5	-14	1	1	-5	5	1.0	-5	-14

Screening data as filed in PubChem BioAssay.

Hits appear at their usual frequency; about 13% have a hit in one of these screens.
